# From PubChem BioAssay
# EPAC2 antagonist – qHTS for Antagonist of cAMP-regulated guanine nucleotide exchange factor 2 (EPAC2): primary screen; Rap guanine nucleotide exchange factor 4 (Homo sapiens), Q8WZA2; EPAC2 GEF exchange of Rap1B-BODIPY-GDP, fluorescence; Potency, µM (top dose mostly 114 µM), for the others: at the top dose activity, negative = inhibition, usual class: inhibitors; 360,000 compounds, 0.18% hits; AID 720708, 2013; note: potency is the fitted concentration of half-maximal effect; % is set by controls: 0 for no effect and ±100 for the full control effect; nearly all actives have a fitted effect of over 45% in size; many of its hits are not listed in these tables
# Target sequence (Q8WZA2 whole entry, looked up): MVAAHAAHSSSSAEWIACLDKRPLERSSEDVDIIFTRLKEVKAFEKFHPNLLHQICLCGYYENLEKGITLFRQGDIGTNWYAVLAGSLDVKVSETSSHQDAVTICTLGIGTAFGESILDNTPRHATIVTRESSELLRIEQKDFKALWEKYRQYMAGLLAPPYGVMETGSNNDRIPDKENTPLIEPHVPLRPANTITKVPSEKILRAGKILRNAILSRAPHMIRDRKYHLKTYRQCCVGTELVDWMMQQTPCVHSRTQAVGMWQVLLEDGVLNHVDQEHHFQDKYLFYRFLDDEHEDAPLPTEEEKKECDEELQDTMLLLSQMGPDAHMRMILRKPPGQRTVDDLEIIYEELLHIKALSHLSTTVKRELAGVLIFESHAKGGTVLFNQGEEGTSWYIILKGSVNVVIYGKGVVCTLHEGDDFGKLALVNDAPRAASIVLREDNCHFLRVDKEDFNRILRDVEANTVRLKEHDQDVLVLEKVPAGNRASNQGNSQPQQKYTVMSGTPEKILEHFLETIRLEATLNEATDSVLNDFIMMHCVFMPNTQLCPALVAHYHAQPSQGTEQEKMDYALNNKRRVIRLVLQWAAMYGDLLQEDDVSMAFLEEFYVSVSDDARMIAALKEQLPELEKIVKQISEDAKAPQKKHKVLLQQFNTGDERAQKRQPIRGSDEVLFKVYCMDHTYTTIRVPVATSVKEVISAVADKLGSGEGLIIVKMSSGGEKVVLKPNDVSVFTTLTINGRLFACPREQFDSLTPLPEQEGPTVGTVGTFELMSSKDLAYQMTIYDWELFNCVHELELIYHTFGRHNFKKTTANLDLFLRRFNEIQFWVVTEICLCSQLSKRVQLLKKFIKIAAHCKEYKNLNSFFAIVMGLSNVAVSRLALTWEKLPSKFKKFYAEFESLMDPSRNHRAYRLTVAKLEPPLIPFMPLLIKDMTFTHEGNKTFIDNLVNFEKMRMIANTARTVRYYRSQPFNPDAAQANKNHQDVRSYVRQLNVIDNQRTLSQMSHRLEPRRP
# aSyn yeast inh – qHTS of alpha-syn Inhibitors. Yeast expressing alpha-synuclein, growth rescue, BacTiter-Glo, 24 h. Potency, µM (top dose mostly 46.1 µM), without a hit: top-dose growth rescue (activation), most hits filed as activators. 370,000 compounds, 0.14% hits. AID 652106, 2013; note: potency is the fitted concentration of half-maximal effect; % of control where 0% means no effect; nearly all actives have a fitted effect of over 65% in size
#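 Readout is rescue of growth in alpha-synuclein-expressing yeast, so inhibitors of toxicity appear as activators. Growth after 24 hr at 30 deg C in galactose medium is quantified by luminescence.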
# FUS suppressor – qHTS for Suppressors of FUS Proteinopathy: Primary screen using FUS-linked yeast assay | S. cerevisiae FUS-expressing, growth rescue, OD600, 24 h | Potency, µM (series often up to 76.6 µM), for the others: top-dose growth rescue (activation), actives largely listed as activators | 390,000 compounds, 0.24% hits | AID 1347120, 2019;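 note: potency is the fitted concentration of half-maximal effect; plate controls were DMSO vehicle for no effect and reference control for full effect; nearly all actives have a fitted effect of over 55% in size; some results filed as inactive show a strong effect at the top dose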
#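 Toxicity suppression screen in FUS-yeast. Cells induced with 2% galactose, starting OD 0.005, treated 24hr at 30C with compounds at multiple final concentrations; growth by OD600.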
# EPAC2 ag – qHTS for Agonist of cAMP-regulated guanine nucleotide exchange factor 4 (EPAC2): primary screen. Potency, µM (doses to about 154 µM), for the others: top-dose activation, actives largely listed as activators. Rap guanine nucleotide exchange factor 4 (Homo sapiens), Q8WZA2. EPAC2 activation, biochemical qHTS; response scale: 100% = 6.5 mM cAMP response. 360,000 compounds, 0.079% hits; note: potency is the fitted concentration of half-maximal effect; nearly all actives have a fitted effect of over 50% in size
#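 Readout is BODIPY fluorescence (480 nm excitation, 540 nm emission), which falls as labeled GDP is exchanged off Rap1B. EPAC2 at 100 nM acted on 250 nM RAP1B-BODIPY-GDP with 50 uM GDP present.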
# DRD3 agonist – qHTS of D3 Dopamine Receptor Agonist: qHTS; D(3) dopamine receptor (Homo sapiens), P35462; D3R DiscoveRx beta-arrestin cells, luminescence, 90 min; max activation, %; 410,000 compounds, 0.58% hits; AID 652048, 2013; in the data active = max activation above about 30%; note: 0% is about no effect; mostly tested at two doses, the higher about 12 µM
#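 Agonist-mode cell screen: cells plated at 1500/well and incubated overnight at 37 °C, then exposed to library compounds for 90 min at 37 °C. Detection reagent was added for 30–60 min at room temperature, and luminescence was read.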
# D3 antag – qHTS of D3 Dopamine Receptor Antagonist: qHTS; AID 652054, 2013; 360,000 compounds, 2.5% hits; D3R cells, DiscoveRx beta-arrestin luminescence, antagonist mode; hits give low values; max response, negative = inhibition, %; in the data active = max response below about -50%; inconclusive = no clear call, values can overlap the other calls; note: % is set by controls: 0 for no effect and ±100 for the full control effect; mostly tested at two doses, the higher about 12 µM
#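 Cells expressing the human receptor were seeded at 1500 cells/well, incubated overnight at 37 degrees C in 5% CO2, then exposed to library compounds with dopamine controls for 90 minutes at 37 degrees C before luminescent detection.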
# Abeta rescue – qHTS for compounds that reverse cellular toxicity of Amyloid beta (A-beta) peptide in yeast: Primary Screen; AID 1347071, 2019; Potency, µM (doses to about 46.1 µM), without a hit: top-dose growth rescue, hits mostly activators; yeast expressing A-beta42, growth rescue, OD600, 48 h; response scale: 0% DMSO, 100% iron-clioquinol control; 410,000 compounds, 0.063% hits; note: potency is the fitted concentration of half-maximal effect; nearly all actives have a fitted effect of over 55% in size
#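 Yeast A-beta toxicity model in growth medium with pinned compounds, 48 h at 30 C; growth read as absorbance at 600 nm. Normalized to FeCl3/clioquinol equimolar mix (positive) and DMSO (negative).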
# TDP43 rescue – qHTS of TDP-43 Inhibitors; TDP-43 expressing yeast growth rescue, BacTiter-Glo, 24 h; Potency, µM (top dose mostly 46.1 µM), inactives show at the highest dose growth rescue (activation), most hits filed as activators; 410,000 compounds, 1.8% hits; note: potency is the fitted concentration of half-maximal effect; % of control where 0% means no effect; nearly all actives have a fitted effect of over 50% in size
#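 Galactose-induced TDP-43 yeast, OD600=0.02, compound pinned; 24 hr, 30 deg C; BacTiter-Glo luminescence for growth. Inhibitors of TDP-43 toxicity read as activators.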
# Active calls of the source: *; ? = inconclusive; . = not tested or not shown; [ ] = dose if it differs, or a comment. Unless noted, calls come from the whole dose curve; as a rule, active = well fitted curve in the direction sought with a large enough effect; inconclusive = small, poorly fitted or top-dose-only effect, or another doubt; inactive = no such curve, though single readings can be large; an effect the other way counts as inactive or inconclusive. These rows are one share of the data (hit frequency here may not be typical).
SMILES,aSyn yeast inh,D3 antag,EPAC2 antagonist,TDP43 rescue,EPAC2 ag,FUS suppressor,DRD3 agonist,Abeta rescue
CC(C)C[C@H]1CNC(=S)N1CC1CCCN1C[C@H](CC(C)C)N1C[C@H](Cc2ccc(O)cc2)N(CC2CCCCC2)C1=S (stereo not given in full),-40%[inhibitor],17,-24%,12%,-15%,?,-1,0%
COc1ccc(NS(=O)(=O)c2ccc3[nH]c(=O)ccc3c2)cc1OC,.,.,.,21%[9.22 µM],.,-10%,-18,-15%
O=C1N(S(=O)(=O)c2ccccc2F)C(=O)C2(CCCC2)N1S(=O)(=O)c1ccccc1F,1%,2,0%,?,1%,.,-1,1%
CCOc1ccccc1C(=O)NCc1ccc2c(c1)OCO2,-4%,-1,8%,-11%,-1%,3%,6,-30%[inhibitor]
CC(C)(C)n1nnnc1C(c1cccnc1)N(Cc1ccccc1)Cc1ccco1 (stereo not given),-10%,-3,?,5%,12%,.,3,-18%
COCCNC(=S)N/N=C/c1c2ccccc2cc2ccccc12,15%,11,15%,?,-8%,3%,3,?
CCc1ccc(OCC(=O)NC(NC(=S)Nc2ccc(C)cc2C)C(Cl)(Cl)Cl)cc1 (stereo not given),-5%,-17,7%,3%,-13%,-7%,-5,0%
COc1ccccc1-c1cc(C(F)(F)F)nc(N2CCN(c3ccccc3)CC2)n1,-7%,26,5%,20%,-2%,3%,4,3%
COc1ccc(N(C)S(=O)(=O)c2cccc(C(=O)Nc3ccc4c(c3)OCCO4)c2)cc1,?,22,-11%,.,9%,?,-15,26%
COc1ccc(CCNC(=O)CN2C(=O)NC(c3ccccc3)(c3ccccc3)C2=O)cc1,0%,14,-10%,4%,20%,.,-19,0%
CC(C)c1ccccc1OCC(=O)N(C)CC(=O)Nc1ccc(F)cc1,6%,-58*,-9%,-1%,4%,30%,-36,10%
COc1ccc(C2/C(=C(\O)c3ccc4c(c3)OCCO4)C(=O)C(=O)N2CCCN(C)C)c(OC)c1 (stereo not given),11%,-10,5%,2%,-7%,34%,-6,2%
COc1ccc(NC(=O)Nc2ccc(Cc3ccncc3)cc2)c(OC)c1,-7%,-1,-9%,0%,8%,-3%,3,6%
COc1ccccc1Nc1nc(NCCO)nc(N2CCCC2)n1,.,.,8%,.,1%,-18%,.,-3%
Cn1cc(S(=O)(=O)N2CCCC2)cc1C(=O)NCc1ccccc1Cl,-2%,?,-5%,-10%,-2%,-21%,-2,3%
O=C(O)c1ccc(-c2nc(-c3ccccc3Cl)cs2)cc1,?,-23,-19%,-12%,1%,3%,-10,6%
CCOC(=O)c1c(-c2ccc(OC)cc2)oc2ccc(OCC(N)=O)cc12,1%,17,1%,1%,-2%,1%,5,-2%
CN(C)c1nc(F)c(F)c(S(=O)(=O)c2ccccc2)c1F,2%,20,-20%,14µM*,9%,4%,5,7%
CCn1c(SCC(=O)Nc2cc(C)on2)nnc1-c1ccc(OC)cc1,0%,1,-2%,-6%,-1%,-2%,-12,0%
CCOC(=O)N1CCC(NS(=O)(=O)c2cc3c(cc2C)NC(=O)CO3)CC1,0%,17,5%,-2%,11%,5%,2,13%
CCOc1ccc(C(=O)Nc2cc(-c3nc4ccccc4o3)ccc2C)cc1Cl,.,.,.,5%,.,-20%,-6,-9%
CCCc1nnc(SCC(=O)O)n1CC,6%,16,12%,3%,0%,-8%,-4,2%
COC(=O)C1=C(O)/C(=C\c2ccc(CNS(=O)(=O)c3ccc(Cl)cc3)o2)N=C1C,1%,-8,-6%,-4%,14%,?,-3,-1%
COc1cc2c(cc1OC)C(C)N(C(=O)c1cc(C)on1)CC2 (stereo not given),-1%,2,23%,24%,2%,7%,3,1%
COc1ccc(NC(C)=O)cc1NC(C)C(=O)Nc1cccc2ccccc12 (stereo not given),0%,-7,8%,8%,0%,44%,2,2%
Cc1cc(C)nc(SCc2ccc(Cl)cc2)n1,4%,6,-4%,27%,15%,-9%,4,29%
CCOC(=O)CCCCCN1C(=O)c2cccc3cccc(c23)C1=O,14%,4,-3%,3%,16%,29%,9,-15%
COc1cc(OC)c(C(=S)N2CCCC2)cc1OC,2%,5,2%,23%,3%,-6%,0,11%
O=C(CCN1C(=O)c2ccccc2S1(=O)=O)N1CCN(c2cccc(Cl)c2)CC1,5%,-11,-17%,-9%,19%,45%,-2,2%
O=C(/C=C/c1ccco1)NCC1CCCO1 (stereo not given),-2%,-4,11%,-4%,4%,.,-10,-7%
CN(C1=NC(=O)C(CC(=O)O)S1)c1ccc(O)cc1 (stereo not given),-2%,-8,-3%,2%,14%,2%,2,-11%
Cc1nc(N2CCC(C(N)=O)CC2)c2c(-c3cccs3)csc2n1,10%,1,0%,-11%,-2%,31%,3,2%
COCCNc1nc2c(-c3cccc(C(F)(F)F)c3)nnn2c2ccccc12,1%,0,1%,3%,1%,2%,-2,-21%
O=C1CN(C(=O)C2CC2)c2ccccc2N1,0%,-4,3%,8%,0%,7%,-6,5%
CCCCN(CCCC)Cc1cc2ccccc2c2c1COC2,-7%,-1,-9%,11%,-4%,-2%,-11,-7%
COc1ccc(OCCCN2CCCCCC2)cc1,-2%,-64*,1%,-3%,2%,25%,-4,-5%
COc1nc(OCC#N)nc(N(C)C)n1,3%,15,8%,-2%,6%,-5%,0,13%
COc1ccc(/C=N/Nc2cc(N3CCOCC3)nc(C)n2)c(OC)c1,-11%,37,5%,-16%,11%,7%,16,-18%
COc1ccc(NC(=S)Nn2cnnc2)c(OC)c1,-14%,-4,-3%,1%,12%,12%,0,1%
Cc1nn(CC(=O)N/N=C/c2ccc(F)cc2)c(C)c1[N+](=O)[O-],-2%,1,?,-12%,3%,-4%,-16,-16%
O=C1[C@H]2[C@@H](c3ccc(F)cc3)N3C(=O)N(c4cccc(Cl)c4)C(=O)[C@@]3(Cc3ccc(Cl)cc3)[C@H]2C(=O)N1C1CCCCC1,2%,?,-1%,-4%,-3%,?,-5,3%
O=C(NCC(c1ccc2c(c1)OCO2)N1CCN(c2ccccc2)CC1)c1ccc(F)c(F)c1 (stereo not given),.,.,.,14%,.,7%,-21,26%
NS(=O)(=O)c1ccc(NC(=O)COC(=O)Cc2ccc(Cl)cc2)cc1,5%,5,-6%,-17%,1%,4%,-3,-14%
C=CCn1c(SCC(=O)c2c(N)n(C)c(=O)n(C)c2=O)nnc1-c1ccncc1,0%,5,10%,20%,3%,-2%,-4,-1%
Cc1ccc(O)c(NC(=O)c2cc(-c3cccs3)on2)c1,-11%,-17,4%,5%,7%,-5%,4,-9%
Cc1ccc(N2CC(C(=O)Nc3ccccc3N3CCCC3)CC2=O)cc1 (stereo not given),2%,7,6%,6%,-2%,18%,-20,8%
COc1cccc(C(=O)Nc2ccc(C(=O)NCC3CCCO3)cc2)c1 (stereo not given),0%,3,-1%,-4%,6%,16%,10,11%
CNc1cncc(C(=O)O)c1,1%,6,3%,-7%,2%,-14%,-8,3%
O=C(Nc1ccc(Cl)c(-c2nc3cc(Cl)ccc3o2)c1)c1cc2ccccc2o1,.,.,.,?,.,-13%,1,-4%
COc1ccc(NC(=O)N(C)C[C@H]2Oc3ccc(NC(=O)Nc4ccc(C(F)(F)F)cc4)cc3C(=O)N([C@H](C)CO)C[C@@H]2C)cc1,-1%,0,-13%,25%,-10%,35µM*,14,4%

# (list continues)
SMILES,aSyn yeast inh,D3 antag,EPAC2 antagonist,TDP43 rescue,EPAC2 ag,FUS suppressor,DRD3 agonist,Abeta rescue
COc1ccc(C)cc1NS(=O)(=O)c1ccc2oc(=O)c3ncn(C)c3c2c1,.,.,.,-11%,.,-5%,-31,-15%
Nc1cccc(CCc2ccncc2)c1,-5%,4,18%,8%,-2%,-14%,9,7%
COc1ccc(C(C)=O)cc1COC(=O)c1cc2ccccc2cc1O,-1%,-1,-2%,-8%,7%,14%,-6,-15%
CCOC(=O)c1c(N)sc(C(=O)N2CCCCC2)c1C,-3%,-1,11%,3%,9%,6%,-8,-12%

# Ten entries from above, sorted by molecular weight, smallest number first:
SMILES,aSyn yeast inh,D3 antag,EPAC2 antagonist,TDP43 rescue,EPAC2 ag,FUS suppressor,DRD3 agonist,Abeta rescue
CNc1cncc(C(=O)O)c1,1%,6,3%,-7%,2%,-14%,-8,3%
Nc1cccc(CCc2ccncc2)c1,-5%,4,18%,8%,-2%,-14%,9,7%
CCOC(=O)c1c(N)sc(C(=O)N2CCCCC2)c1C,-3%,-1,11%,3%,9%,6%,-8,-12%
Cc1ccc(O)c(NC(=O)c2cc(-c3cccs3)on2)c1,-11%,-17,4%,5%,7%,-5%,4,-9%
COc1ccc(C(C)=O)cc1COC(=O)c1cc2ccccc2cc1O,-1%,-1,-2%,-8%,7%,14%,-6,-15%
Cc1ccc(N2CC(C(=O)Nc3ccccc3N3CCCC3)CC2=O)cc1 (stereo not given),2%,7,6%,6%,-2%,18%,-20,8%
COc1ccc(C)cc1NS(=O)(=O)c1ccc2oc(=O)c3ncn(C)c3c2c1,.,.,.,-11%,.,-5%,-31,-15%
C=CCn1c(SCC(=O)c2c(N)n(C)c(=O)n(C)c2=O)nnc1-c1ccncc1,0%,5,10%,20%,3%,-2%,-4,-1%
O=C(Nc1ccc(Cl)c(-c2nc3cc(Cl)ccc3o2)c1)c1cc2ccccc2o1,.,.,.,?,.,-13%,1,-4%
COc1ccc(NC(=O)N(C)C[C@H]2Oc3ccc(NC(=O)Nc4ccc(C(F)(F)F)cc4)cc3C(=O)N([C@H](C)CO)C[C@@H]2C)cc1,-1%,0,-13%,25%,-10%,35µM*,14,4%
